NPY-Y1 antag: NPY-Y1 (human) receptor antagonism; HEK293-CNG Y1 cells, membrane potential fluorescence; NPY at EC95, then isoproterenol; 200,000 compounds, 1% hits; inhibition, % at 3.6 µM; P25929;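 active = inhibition above the campaign mean inhibition of all tested compounds plus 3 SD, cut at about 20% in these data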;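 note: 0% = DMSO wells given NPY plus isoproterenol and 100% = isoproterenol alone without NPY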
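Material: HEK293 cells co-expressing NPY Y1 receptor and cyclic-nucleotide gated channel. Timing: compound incubation 1 h at room temperature, readout 45 min post-stimulation. Signal: fluorescence, membrane potential probe.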
RBBP9 inhibitor: blocks human serine hydrolase RBBP9; inhibition, % at 7.94 µM; recombinant RBBP9, FP-Rh probe fluorescence polarization; AID 1515; O75884; 220,000 compounds, 0.2% hits;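 active = inhibition above the campaign mean of all tested compounds plus 3 SD, cut at about 14% in these data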;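 note: plate controls were DMSO wells with RBBP9 for no effect and wells lacking RBBP9 protein for full effect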
Target sequence (O75884 whole entry, looked up): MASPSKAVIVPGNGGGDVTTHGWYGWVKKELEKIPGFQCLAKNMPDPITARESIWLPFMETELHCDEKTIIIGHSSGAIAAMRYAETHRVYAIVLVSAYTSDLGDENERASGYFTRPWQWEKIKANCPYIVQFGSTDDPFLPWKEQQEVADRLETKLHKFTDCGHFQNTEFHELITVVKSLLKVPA
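Test system – recombinant human RBBP9 · Input – RBBP9 2.5 µM in dispensing solution, pre-mixing · Medium – Tris buffer pH 8.0, NaCl, Pluronic · Schedule – preincubation 30 min plus labeling 45 min at 25 °C · Measured by – fluorescence polarization · Measure – % inhibition · Controls – DMSO and no-protein wells · Replicates – one well per compound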
p97 ATPase inh: human p97 ATPase inhibition; 220,000 compounds, 0.42% hits; AID 1481; inhibition, % at 8 µM; P55072; recombinant p97 ATPase, Kinase-Glo ATP luminescence, 3 h; in the data active = inhibition above about 15%;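 note: 0% = DMSO vehicle and 100% = wells lacking enzyme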
NPY-Y2 PAM-ag: human NPY-Y2 potentiation or agonism, primary screen. activation, % at 3.6 µM. 220,000 compounds, 0.45% hits. cells expressing NPY-Y2, potentiator/agonist read-out. P49146; in the data active = activation above about 27%;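 note: cells stimulated with NPY near EC25 plus isoproterenol at EC100; 0% = vehicle plus submaximal agonist and 100% = vehicle plus saturating agonist; some results beyond the cut were filed as inactive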
Target sequence (P49146 whole entry, looked up): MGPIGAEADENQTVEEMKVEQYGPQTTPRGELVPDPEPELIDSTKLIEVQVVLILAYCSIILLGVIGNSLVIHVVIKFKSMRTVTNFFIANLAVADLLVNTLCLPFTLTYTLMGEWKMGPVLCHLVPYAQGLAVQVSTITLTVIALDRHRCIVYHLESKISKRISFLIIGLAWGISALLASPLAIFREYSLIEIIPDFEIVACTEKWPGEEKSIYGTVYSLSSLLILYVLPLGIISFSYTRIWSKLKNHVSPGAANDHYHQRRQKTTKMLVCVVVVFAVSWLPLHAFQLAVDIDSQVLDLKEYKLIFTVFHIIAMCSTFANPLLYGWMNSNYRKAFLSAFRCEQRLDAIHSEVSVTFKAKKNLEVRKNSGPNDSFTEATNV
NPY-Y1 PAM-ag: potentiates or activates human NPY-Y1 receptor. AID 1304. P25929. activation, % at 3.6 µM. NPY-Y1 expressing cells, potentiator/agonist activation. 220,000 compounds, 0.37% hits; in the data active = activation above about 33%, passing the limit was not always enough;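 note: cells stimulated with NPY at EC10 then isoproterenol at EC100; 0% = low agonist plus stimulus and 100% = saturating agonist plus stimulus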
Runt-SMMHC FRET: blocks binding of human RUNX1 Runt domain to CBFb-SMMHC. inhibition, % at 20 µM. Cerulean-Runt/Venus-CBFb-SMMHC FRET ratio 530/480, 1 h. Q01196+Q13951. 220,000 compounds, 0.74% hits. AID 1434;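 active = mean inhibition across duplicate retests at 20 µM reaching about 50%, limit read from the data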;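 note: 0% = DMSO wells and 100% = wells with excess untagged CBFb-SMMHC; inhibitors lower the FRET ratio by blocking Runt binding to CBFb-SMMHC; some results filed as inactive read as strong as hits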
Runt-CBFb FRET: blocks binding of human RUNX1 Runt domain to CBFb; Cerulean-Runt/Venus-CBFb FRET ratio 530/480, 1 h; inhibition, % at 20 µM; 220,000 compounds, 0.46% hits; AID 1496;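 active = inhibition over about 50% at 20 µM in the single-dose screen, limit read from the data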;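 note: 0% = DMSO wells and 100% = excess unlabeled CBFb competitor control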
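Schedule: protein complex preformed 1 h, compound exposure 1 h, room temperature, dark; test system: Cerulean-labeled Runt domain protein; amount: 100 nM per protein; buffer or medium: Tris 50 mM pH 7.5, KCl, K2SO4, 0.01% BSA; read-out: loss of energy transfer signal; detection: FRET fluorescence; controls: 5 µM unlabeled CBFb as full-inhibition high control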
Hck Nef HTS: human Hck-Nef kinase inhibition; P08631; AID 463187; Recombinant Hck-YEEI plus Nef, Z-Lyte FRET kinase assay; inhibition, % at 20 µM; 220,000 compounds, 0.68% hits;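 active = Hck-Nef kinase inhibition above about 50%, limit read from the data; inactive = inhibition below that limit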;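 note: 0% = DMSO with Hck plus Nef and 100% = Hck alone without Nef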
Mdm2 ligase inh: Mdm2 E3 ligase (human) inhibition. Q00987. 210,000 compounds, 0.11% hits. cell-based MDM2 ubiquitination luciferase reporter, 2 h; 0 = plate control, 100 = twice control, blank-subtracted. signal enhancement, % at 5 µM;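 active = signal enhancement of 30% or more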;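 note: luminescence tracks abundance of the self-degrading MDM2-luciferase fusion protein; higher signal means inhibition of MDM2 E3 ligase activity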
Target sequence (Q00987 whole entry, looked up, the tested form may be a part): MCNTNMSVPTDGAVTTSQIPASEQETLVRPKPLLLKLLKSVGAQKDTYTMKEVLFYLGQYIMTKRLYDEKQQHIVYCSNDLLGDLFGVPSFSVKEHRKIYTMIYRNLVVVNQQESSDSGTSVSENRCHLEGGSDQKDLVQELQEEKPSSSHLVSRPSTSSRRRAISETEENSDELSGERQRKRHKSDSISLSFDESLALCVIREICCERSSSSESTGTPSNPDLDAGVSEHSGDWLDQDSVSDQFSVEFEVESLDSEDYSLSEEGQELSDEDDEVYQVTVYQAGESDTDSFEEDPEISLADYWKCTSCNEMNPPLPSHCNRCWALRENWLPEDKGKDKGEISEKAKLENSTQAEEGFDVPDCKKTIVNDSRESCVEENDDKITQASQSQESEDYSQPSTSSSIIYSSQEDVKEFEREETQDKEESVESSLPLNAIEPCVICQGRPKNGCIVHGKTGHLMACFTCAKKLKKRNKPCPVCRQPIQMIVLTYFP
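Material: stable MDM2–luciferase fusion reporter cells / Quantity: 2000 cells/well / Dosing: single 5 µM compound dose, 0.2% final DMSO / Buffer or medium: DMEM / Schedule: 4 h cell settling then 2 h compound exposure, 37 °C / Detection: luminescence with SteadyLite reagent, 15 min at room temperature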
Starred values were filed as active, the others as inactive; . = no result given.

SMILES	NPY-Y1 antag	RBBP9 inhibitor	p97 ATPase inh	NPY-Y2 PAM-ag	NPY-Y1 PAM-ag	Runt-SMMHC FRET	Runt-CBFb FRET	Hck Nef HTS	Mdm2 ligase inh
COc1ccc(NC(=O)CCCC2=NS(=O)(=O)c3ccccc3N2)cc1	1	-6	-1	-9	-30	0	1	-14	.
CCOC(=O)c1sc(N(C)C)nc1-c1ccccc1	1	-4	0	-7	-21	-2	3	3	7
COc1cc(C2=NOC(C(=O)Nc3cc(C)on3)C2)cc(OC)c1OC (configuration not stated)	.	1	4	-8	7	-2	9	7	-12
CCOc1ccccc1N1C(=O)c2ccc(C(=O)O)cc2C1=O	-8	-9	-2	-13	-9	-2	1	-2	-20
O=C(Nc1ccccc1)c1cc([N+](=O)[O-])ccc1NCc1cccnc1	-2	-12	3	0	-9	0	1	2	-11
CCOc1ccc(C(F)(F)F)cc1NC(=O)COc1ccc(C(F)(F)F)cc1[N+](=O)[O-]	-2	-3	3	-8	3	-2	2	2	-13
CCC(=O)Nc1c2c(nn1-c1ccccc1C)CSC2	-1	-7	-2	-6	6	6	2	1	-2
COc1ccc(C(CNC(=O)c2cc3ccccc3cc2OC)N2CCCC2)cc1 (configuration not stated)	28*	-19	-10	-30	-35	2	4	5	-38
Cc1cc(C)n(Cc2ccc(F)cc2)c(=O)c1C#N	7	0	3	13	2	-7	0	-1	-19
CCn1c2ccccc2c2cc(NC(=S)N3CCOCC3)ccc21	-2	-7	2	12	15	5	-2	0	0
N/C(=N\c1nc2ccccc2o1)NC(=O)c1ccc([N+](=O)[O-])cc1	.	6	1	-10	13	2	0	19	-13
Cc1nnc(SCC(=O)Nc2cc(-c3cc(C)c(C)cc3C)nn2-c2ccccc2)s1	5	-15	-8	-8	-27	-3	-7	-3	-19
c1ccc2c(c1)nc1n2CCN1	1	-7	1	-7	9	-2	2	8	-3
CC(OC(=O)CNC(=O)C12CC3CC(CC(C3)C1)C2)C(=O)Nc1ncc(Cl)cc1Cl (configuration not stated)	3	-2	4	-8	-4	-2	3	-18	-31
NC(=S)NN=C(Cc1ccccc1)Cc1ccccc1	3	8	2	-1	4	1	4	29	-5
Cc1ccc[n+](C(C)C(=O)Nc2ccc([N+](=O)[O-])cc2C)c1 (configuration not stated)	5	5	2	-7	-7	4	-1	16	7
COc1ccc(C(=O)N(Cc2ccc(N(C)C)cc2)C2CCS(=O)(=O)C2)cc1 (configuration not stated)	-4	-9	4	-7	22	2	10	3	-11
OCCNC(=S)NC1CCCCC1	0	6	0	-3	-16	0	-1	1	-13
CCCSc1oc(-c2ccco2)nc1S(=O)(=O)c1ccccc1	8	4	-1	2	-20	-4	0	-1	12
COc1ccc(C(=O)NC(=S)Nc2cccnc2)cc1[N+](=O)[O-]	9	-2	-7	-9	-5	1	3	15	-8
Cn1c(N/N=C/c2cccs2)cc(=O)n(C)c1=O	0	-1	1	-2	-9	1	2	-24	-8
COc1ccnc(N2CCN(c3ccc(Cl)cc3)CC2)c1C#N	3	3	2	9	1	-4	-1	-1	-8
CC(=O)N(/C=C1\SC(=S)N(c2ccccc2)C1=O)c1ccccc1	.	-26	4	19	44	4	0	19	10
Cc1csc(NC(=O)c2ccc(C(=O)Nc3nc(C)cs3)cc2)n1	.	2	5	4	-15	-4	1	5	-11
Cc1cc(C)c(C(=O)O)c(CC(C)(C)C(=O)O)c1	.	-3	10	5	16	-8	-1	-5	-16
CCOc1ncccc1C(=O)Nc1ccc(F)c(Cl)c1	16	-1	-2	-18	-17	-2	-5	13	-56
Cc1cccc(C)c1OCCCCn1cnc2ccccc2c1=O	2	-5	-3	0	-40	4	-1	1	-4
O=C(CCCOc1ccccc1)N1CCCCC1	0	0	-2	1	2	-3	1	1	-20
Cc1ccc(C(=O)Nc2nc3ccccc3c(=O)s2)cc1	-5	-6	1	-12	-6	4	26	1	-59
CNc1nc2ccccc2n(C)c1=O	0	-5	5	11	2	0	0	20	-12
O=C(/C=C/c1ccccc1)Nn1cnnc1	-3	-2	-1	4	-4	4	0	-2	-5
Cc1c(NC(=O)C(C#N)=C2CCCCC2)c(=O)n(-c2ccccc2)n1C	-4	-9	1	19	9	4	-2	0	-2
O=C(O)CCCN1C(=O)/C(=C/C=C/c2ccco2)SC1=S	.	3	7	-2	4	-3	46	84*	-38
O=C1Cc2ccccc2N1c1c(Cl)cccc1Cl	0	-9	0	8	-18	-1	-2	7	-18
Cc1cc2ccccc2c(=O)n1CC(=O)NCC(=O)N(C)Cc1ccccc1	7	-8	5	7	-3	0	1	0	2
COc1ccc2c(c1)[nH]c1c(=O)n(/N=C/C3C(C)C=C(C)CC3C)c(=O)[nH]c12 (configuration not stated)	1	8	2	2	10	-2	.	19	-17
Cc1cc2c(c(=O)n1Cc1ccccn1)C(C(C)C)C(C#N)=C(N)O2 (configuration not stated)	8	2	0	-11	-7	1	2	-2	-11
C=CCOc1ccc2nc(NC(=O)OC)[nH]c2c1	9	0	1	-13	-27	1	-1	1	-14
CC1(C)Cc2c(C#N)c(N3CCN(C(=O)c4ccccc4)CC3)nc(Cc3ccccc3)c2CO1	5	1	5	-6	-7	-3	-7	-1	-16
CN(C)/N=C/c1ccc(Sc2ccc([N+](=O)[O-])cc2[N+](=O)[O-])o1	-3	-8	-2	14	-8	3	2	4	9

An excerpt from above in order of their number in Runt-CBFb FRET, descending.
molecule	NPY-Y1 antag	RBBP9 inhibitor	p97 ATPase inh	NPY-Y2 PAM-ag	NPY-Y1 PAM-ag	Runt-SMMHC FRET	Runt-CBFb FRET	Hck Nef HTS	Mdm2 ligase inh
Cc1ccc(C(=O)Nc2nc3ccccc3c(=O)s2)cc1	-5	-6	1	-12	-6	4	26	1	-59
c1ccc2c(c1)nc1n2CCN1	1	-7	1	-7	9	-2	2	8	-3
COc1ccc(NC(=O)CCCC2=NS(=O)(=O)c3ccccc3N2)cc1	1	-6	-1	-9	-30	0	1	-14	.
N/C(=N\c1nc2ccccc2o1)NC(=O)c1ccc([N+](=O)[O-])cc1	.	6	1	-10	13	2	0	19	-13

(listing goes on)
SMILES	NPY-Y1 antag	RBBP9 inhibitor	p97 ATPase inh	NPY-Y2 PAM-ag	NPY-Y1 PAM-ag	Runt-SMMHC FRET	Runt-CBFb FRET	Hck Nef HTS	Mdm2 ligase inh
COC(=O)N/N=C/c1c(C)nn(-c2cccc(Cl)c2)c1Cl	-7	-8	0	14	-30	-2	0	3	-13
COCCNc1ccc([N+](=O)[O-])cc1C(=O)Nc1cccc(C)n1	-4	-9	-4	0	-9	-6	1	5	-11
CS(=O)(=O)N(CC(=O)N1CCN(c2ccc(F)cc2)CC1)c1ccc(F)c(Cl)c1	-3	3	0	-4	-10	2	0	3	-19
O=C(Cc1ccccc1)NCC(=O)OC(c1ccccc1)c1ccccc1	2	3	0	-20	-10	0	-4	8	3
Cc1nn(CCCC(=O)Nc2cccnc2)c(C)c1[N+](=O)[O-]	-2	-5	4	5	-8	-1	2	16	-17
O=C(c1ccccc1)N1CCN(CC#CC2(O)CCCCC2)CC1	-4	5	0	-2	11	-6	-1	1	-14
Cn1c(=O)c2cc(S(=O)(=O)NCCC(=O)NC3CCCCCC3)ccc2n(C)c1=O	-4	2	4	-8	-26	1	0	-1	-11
CC(Oc1ccc(Cl)cc1)C(=O)OCC(=O)Nc1ncc(Cl)cc1Cl (configuration not stated)	3	-7	-1	2	-1	-2	1	-2	-15
CC(=O)Nc1ccc(S(=O)(=O)Nc2ccc(C)c([N+](=O)[O-])c2)cc1	1	1	6	-1	0	0	3	20	-1
Cc1ccccc1C(O)c1ccncc1 (configuration not stated)	-3	-2	5	-2	-6	0	2	1	-4
c1cc2c(cc1-c1csc(NNC3=NCCCCC3)n1)OCCO2	6	5	4	1	7	71*	60*	35	-10
O=C(CSc1nnc(Nc2ccccc2)s1)NCCN1C(=O)CSC1=O	-2	-1	-3	-6	-17	-1	2	2	-20
CCOC(=O)N1CCC(NC(=O)c2sc3nc4n(c(=O)c3c2C)CCCC4)CC1	-1	-9	-4	-2	-8	2	1	0	2
CCN(CC)c1ccc(C2C(C(=O)OCCOC(C)C)=C(C)NC3=C2C(=O)CCC3)cc1 (configuration not stated)	1	-4	1	1	1	30	3	4	-12
O=S(=O)(Nc1ccc(-c2cnco2)cc1)c1ccccc1	.	-5	0	5	21	0	2	8	-14
Cc1cc(C)c(S(=O)(=O)N2CCCCC2)c(C)c1N(C)S(=O)(=O)c1ccc(Cl)cc1	1	-2	6	-2	0	3	2	2	-15
CCc1cc(C(=O)N2CCCC(CCC(=O)N3CCN(c4ccccn4)CC3)C2)no1 (configuration not stated)	-2	-14	-5	-2	0	1	2	14	-3
Cn1ncc(Cl)c1C(=O)Nc1cccnc1	-2	-2	5	-4	43*	3	2	-1	-17
Cc1c(NC(=O)CN2CC(C)OC(C)C2)c(=O)n(-c2ccccc2)n1C (configuration not stated)	-1	-11	-3	-13	-11	0	-1	0	-15
Cc1nc(CS(=O)(=O)c2ccccc2)cc(N2CCOCC2)n1	8	1	-2	-1	-11	1	0	0	-16
CCc1nc(N)nc2c1C(=O)CC(C)(C)C2	1	-4	-5	-8	-21	1	-1	0	-20
CC(=O)c1sccc1NC(=O)CC(C)(C)CC(=O)O	.	0	-2	11	24	-2	0	20	-6
O=c1cc(C(F)(F)F)c2sc(N3CCCCC3)nc2[nH]1	2	-4	3	-1	17	13	7	2	-17
CCOC(=O)CN(C(=O)CSc1nnc(COc2ccc(OC)cc2)n1CC)c1ccccc1	.	4	-3	-6	27	-2	-2	11	.
N#CCCN(C(=O)COC(=O)c1cccc(S(=O)(=O)Nc2ccc([N+](=O)[O-])cc2)c1)c1ccccc1	10	6	1	15	13	-6	-12	4	-12
CCOC(=O)C1CCN(C(=O)c2ccc3c(SCC(=O)O)c4c(nc3c2)CCCC4)CC1	10	-7	-4	2	-7	-4	1	20	-10
CN(C)NC(=S)Nc1ccc(S(=O)(=O)N2CCCCC2)cc1	.	-6	5	7	8	-3	2	5	-9
O=C(NCCN1CCCCCC1)C1CCN(S(=O)(=O)N2CCOCC2)CC1	1	9	7	20	7	-5	0	2	6
COc1ccc(Cl)cc1-c1nc(SCC(=O)NC(C)C)n[nH]1	-5	-6	2	-1	15	1	2	24	-14
CCOc1cccc2sc(=NC(=O)c3ccc(S(=O)(=O)N4CCOCC4)cc3)n(C)c12	-4	-5	-6	-13	-20	-2	-3	5	-2
